# MEX-5 binding: C. elegans MEX-5 TCR-2 RNA binding activity; AID 1832; 300,000 tested, 0.38% active; activity score (negative = inhibition of binding), % at 10 µM; Q9XUB2; MEX-5/FITC-TCR2 RNA binding, fluorescence polarization; hits give low values;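 active = inhibition past about -25% in most replicates, and total fluorescence under double the plate's negative control median, limit read from the data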;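 note: 0% = DMSO and -100% = 5 µM competing unlabeled TCR2 RNA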
# Bcl-xL primary: Bcl-xL (human) inhibition. 320,000 tested, 0.7% active. GST-Bcl-xL / FITC-Bim BH3 peptide fluorescence polarization. AID 2129. Q07817. inhibition, % at 10.9 µM;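 active = inhibition above the mean of all tested compounds plus 3 SD, cutoff set per campaign, cut at about 30% in these data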;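 note: 0% = DMSO wells and 100% = unlabeled Bim-BH3 peptide competitor; inhibitors lower millipolarization by displacing the labeled peptide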
# GRK2 inh: blocks RNA aptamer binding to human GRK2; P25098; bead flow cytometry, FAM-aptamer displacement from GRK2; inhibition of aptamer binding, % at 10 µM; 330,000 tested, 0.59% active;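 active = inhibition of aptamer binding above 40%, roughly 3 SD of noise, on plates passing a quality check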;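 note: median bead fluorescence of bound FAM aptamer so fluorescent compounds give negative values; no value below 0 was filed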
# Target sequence (P25098 whole entry, looked up): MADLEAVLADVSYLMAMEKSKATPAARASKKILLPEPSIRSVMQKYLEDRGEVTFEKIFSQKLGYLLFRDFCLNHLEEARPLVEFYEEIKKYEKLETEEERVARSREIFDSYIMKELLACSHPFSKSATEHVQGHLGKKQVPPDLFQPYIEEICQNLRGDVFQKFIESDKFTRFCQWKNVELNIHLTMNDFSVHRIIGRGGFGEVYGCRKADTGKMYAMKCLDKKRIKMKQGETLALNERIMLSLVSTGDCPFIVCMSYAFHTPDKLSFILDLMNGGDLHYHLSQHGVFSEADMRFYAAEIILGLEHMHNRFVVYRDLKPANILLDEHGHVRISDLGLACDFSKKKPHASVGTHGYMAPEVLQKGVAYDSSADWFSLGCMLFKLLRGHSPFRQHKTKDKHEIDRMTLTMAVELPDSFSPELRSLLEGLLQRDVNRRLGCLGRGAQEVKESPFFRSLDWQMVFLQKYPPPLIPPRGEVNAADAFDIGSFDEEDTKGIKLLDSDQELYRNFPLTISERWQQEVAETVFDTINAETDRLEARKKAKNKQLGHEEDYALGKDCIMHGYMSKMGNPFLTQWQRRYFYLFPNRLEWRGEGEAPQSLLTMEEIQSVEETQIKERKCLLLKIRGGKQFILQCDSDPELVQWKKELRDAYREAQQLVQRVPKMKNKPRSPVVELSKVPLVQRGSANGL
# CR mimetic SO: yeast age-related superoxide inhibition as caloric restriction mimetic. S. cerevisiae aged cells, superoxide DHE fluorescence; hits give low values. superoxide response (% of plate mean), % at 10 µM. 330,000 tested, 0.18% active;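 active = superoxide response under a set limit, about three screen SD below normal, cut at about 65% in these data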;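 note: yeast aged for seven days with compound at 30 °C before DHE staining; 100% = average MFI of all compound-treated wells on the plate with controls excluded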
# MCL1 BIM primary: disrupts human MCL1 binding to BIM-BH3 peptide. GST-MCL1 / FITC-Bim-BH3 fluorescence polarization. inhibition, % at 10.9 µM. 320,000 tested, 0.68% active;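 active = inhibition above the mean inhibition of all tested compounds plus 3 SD, set per campaign, cut at about 40% in these data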;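 note: 0% = DMSO wells and 100% = unlabeled Bim-BH3 peptide control; higher means more loss of mP so more displacement of Bim peptide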
# Target sequence (Q07820 whole entry, looked up): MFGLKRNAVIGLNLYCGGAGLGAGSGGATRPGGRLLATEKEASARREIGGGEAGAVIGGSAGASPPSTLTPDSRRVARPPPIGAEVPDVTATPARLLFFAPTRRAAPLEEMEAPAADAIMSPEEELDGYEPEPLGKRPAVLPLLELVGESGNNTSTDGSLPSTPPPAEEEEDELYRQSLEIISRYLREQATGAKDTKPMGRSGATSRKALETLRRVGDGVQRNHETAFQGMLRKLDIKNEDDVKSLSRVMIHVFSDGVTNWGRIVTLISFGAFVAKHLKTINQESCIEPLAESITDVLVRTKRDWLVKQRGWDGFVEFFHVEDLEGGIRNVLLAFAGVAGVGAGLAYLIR
# CIT2 TOR yeast: modulators of TOR pathway CIT2-GFP in S. cerevisiae. S. cerevisiae CIT2-GFP strain, flow cytometry, 3 h; 100 means same as DMSO wells. GFP response vs DMSO, % at 10 µM. 320,000 tested, 0.065% active. AID 2029;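 active = GFP response relative to DMSO above a set limit, near the screen mean plus 3 SD, cut at about 150% in these data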;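 note: ratio of well median GFP fluorescence to mean of DMSO wells on the plate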
# AGP1 TOR yeast: yeast TOR pathway AGP1-GFP modulation. AID 2066. 320,000 tested, 0.02% active. S. cerevisiae AGP1-GFP multiplex flow cytometry, 3 h; GFP as percent of DMSO wells. GFP response vs DMSO, % at 10 µM;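 active = GFP response relative to DMSO above a set limit, near screen average plus 3 SD, cut at about 150% in these data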;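 note: median GFP channel fluorescence of the gated AGP1 strain per well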
# VLA-4 inh: inhibition in a human VLA-4 binding assay; P13612; VLA-4 expressing cells, ligand binding flow cytometry; inhibition, % (about 7 µM as worked out from the volumes in the protocol); 330,000 tested, 0.2% active; in the data active = inhibition above about 50%
# GLD-1 RNA inh: GLD-1-TGE RNA interaction inhibition (C. elegans) | Q17339 | purified GLD-1 + fluorescein TGE RNA, fluorescence polarization | inhibition, % at 5.96 µM | 320,000 tested, 0.44% active;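 active = percent inhibition above a per-plate cutoff, the plate mean of test compounds plus 3 SD, cut at about 30% in these data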;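 note: 0% = DMSO wells with GLD-1 and probe and 100% = wells lacking GLD-1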
# The depositor's hits bear a star; nt = no result given.
SMILES,MEX-5 binding,Bcl-xL primary,GRK2 inh,CR mimetic SO,MCL1 BIM primary,CIT2 TOR yeast,AGP1 TOR yeast,VLA-4 inh,GLD-1 RNA inh
Cc1ccc(S(=O)(=O)N2CCCCC2C(=O)O)s1 (centres undefined),1.4,1.9,4.0,94.3,-1.5,105.0,98.9,8.8,-1.4
NC(=O)CC(NC(=O)c1ccc(Br)cc1)c1ccc(N2CCCCCCC2)c([N+](=O)[O-])c1 (centres undefined),0.2,2.2,0.0,105.2,0.1,89.4,85.6,31.5,-7.4
CCOc1cc(/C=N/O)cc(Br)c1OC,0.8,4.6,1.0,117.4,-0.4,97.6,89.2,0.7,1.9
COc1ccc(S(=O)(=O)N2CCC(C(=O)Nc3cc(Cl)ccc3N3CCOCC3)CC2)cc1OC,1.1,-4.6,4.0,85.1,-10.1,100.0,102.0,5.0,-0.3
Fc1ccc(-n2cc(-c3ccccc3)c3c(=S)nc[nH]c32)cc1,4.2,8.2,5.0,134.9,10.6,118.2,95.4,9.0,2.5
Oc1[nH]c2ccccc2c1C=Nc1ccccc1,0.9,3.1,2.0,110.3,-0.5,90.8,100.4,6.3,8.4
Cc1cc(-n2nnc3ccccc32)nc2ccccc12,0.9,4.4,2.0,82.3,-1.9,99.5,104.3,-0.4,2.6
CCN(CC)C(=O)Cn1cc(S(=O)(=O)CC(=O)Nc2ccccc2C)c2ccccc21,3.4,3.7,1.0,113.2,7.7,99.9,91.6,-0.2,4.3
O=c1cc(CCl)nc(Cc2c(Cl)cccc2Cl)[nH]1,nt,6.7,0.0,99.8,0.4,90.4,94.6,6.9,0.5
Cc1cc(OCC(=O)C(C)(C)C)c2c(-c3ccccc3)cc(=O)oc2c1,-0.6,9.4,0.0,89.8,5.1,101.4,96.6,-6.4,-6.1
CC(OC(=O)CCCc1nc2ccccc2s1)C(N)=O (centres undefined),1.9,1.7,3.0,103.1,-0.2,99.0,108.3,12.4,1.9
COc1cccc(OC)c1C(=O)Nc1sc2c(c1C#N)CCC2,0.0,5.6,9.0,120.4,4.8,108.3,92.2,1.0,-2.0
COc1ccc(OC(=O)COc2ccc(C)cc2)cc1,-0.6,-2.2,0.0,88.9,-1.3,97.0,113.0,-4.1,0.3
CC(=O)Nc1ccc(C(=O)NCCCOC(C)C)cc1,1.0,7.2,0.0,104.0,1.8,101.8,111.0,-0.1,0.1
Cc1sc2nc(SCc3nc(-c4cccs4)no3)n(-c3ccccc3)c(=O)c2c1C,-1.0,0.3,4.0,75.6,3.4,98.1,95.5,3.3,5.5
CCOc1ccccc1NC(=O)C1CCCN(S(C)(=O)=O)C1 (centres undefined),2.5,4.0,5.0,103.5,9.1,95.9,92.6,10.6,14.9
Cc1ccc(-n2cccc2/C=C2/C(=N)N3C(=NC2=O)SN=C3S(C)(=O)=O)cc1Cl,nt,-4.5,5.0,103.1,13.7,95.7,93.2,16.5,-17.3
CC(C)(C)Sc1ccccc1S(=O)(=O)C(C)(C)C,2.3,1.3,0.0,77.0,-0.5,93.9,92.4,8.3,1.7
COc1ccc(-c2nn(-c3ccccc3)cc2C(=O)NC2CC2)cc1,nt,0.9,0.0,88.4,-4.0,99.7,105.6,6.3,-2.1
CCCCOc1cccc(C(=O)NNC(=S)NC2CCCCC2)c1,-0.1,2.5,2.0,99.0,13.1,101.0,106.7,2.6,-2.5
Cc1nc2scc(C)n2c(=O)c1S(=O)(=O)Nc1ccc(N2CCN(C(=O)C(C)C)CC2)cc1,2.2,-2.9,8.0,120.8,-0.2,89.5,88.2,-6.2,-1.6
CC(C)c1ccc(C(=O)NNC(=O)C2C3CCC(C3)C2C(=O)O)cc1 (centres undefined),-1.7,2.3,2.0,99.8,-0.5,99.7,99.6,6.1,4.2
C=CCNC(=O)c1ccc(Sc2ccccc2)c([N+](=O)[O-])c1,-0.6,4.3,1.0,101.2,5.4,103.8,100.5,10.0,-4.7
O=C(NNC(=O)c1ccc(Cl)cc1Cl)c1cccs1,-0.3,-8.4,0.0,105.4,-12.0,94.8,93.2,-1.7,-6.2
O=C(CCN1CCN(S(=O)(=O)c2ccc(Cl)cc2)CC1)Nc1ccc(F)cc1,0.8,-4.9,0.0,115.3,-10.2,102.6,95.4,9.1,-5.8
COc1ccccc1C(=O)NC(=S)Nc1ccc(N2CCOCC2)c(Cl)c1,-3.3,9.8,0.0,102.7,6.0,105.8,97.8,-0.7,0.3
CCCCCCC(=O)Nc1c2c(nc3ccccc13)N(C)CC2,-2.4,-3.4,6.0,98.0,-6.1,109.0,102.8,-1.0,7.6
CCC(C)(C)NC(=O)C(c1ccc(F)cc1)N(Cc1cccc(OC)c1)C(=O)c1cnccn1 (centres undefined),1.2,2.3,2.0,88.2,-2.0,95.6,98.1,0.0,1.7
CC(C)CCn1c(N2CCCC2)nc2c1c(=O)n(C)c(=O)n2C,1.8,1.0,1.0,97.5,2.3,97.0,98.7,6.5,2.8
Cc1ccc2nc(SCC(=O)NC3CCCCC3)nc(=O)n2c1,-0.1,-0.3,0.0,84.8,-0.4,109.3,103.9,-13.7,3.9

# 10 compounds already listed, sorted by SMILES length, low to high:
SMILES,MEX-5 binding,Bcl-xL primary,GRK2 inh,CR mimetic SO,MCL1 BIM primary,CIT2 TOR yeast,AGP1 TOR yeast,VLA-4 inh,GLD-1 RNA inh
O=C(NNC(=O)c1ccc(Cl)cc1Cl)c1cccs1,-0.3,-8.4,0.0,105.4,-12.0,94.8,93.2,-1.7,-6.2
CC(C)(C)Sc1ccccc1S(=O)(=O)C(C)(C)C,2.3,1.3,0.0,77.0,-0.5,93.9,92.4,8.3,1.7
CCCCCCC(=O)Nc1c2c(nc3ccccc13)N(C)CC2,-2.4,-3.4,6.0,98.0,-6.1,109.0,102.8,-1.0,7.6
CC(C)CCn1c(N2CCCC2)nc2c1c(=O)n(C)c(=O)n2C,1.8,1.0,1.0,97.5,2.3,97.0,98.7,6.5,2.8
COc1ccc(-c2nn(-c3ccccc3)cc2C(=O)NC2CC2)cc1,nt,0.9,0.0,88.4,-4.0,99.7,105.6,6.3,-2.1
C=CCNC(=O)c1ccc(Sc2ccccc2)c([N+](=O)[O-])c1,-0.6,4.3,1.0,101.2,5.4,103.8,100.5,10.0,-4.7
COc1ccccc1C(=O)NC(=S)Nc1ccc(N2CCOCC2)c(Cl)c1,-3.3,9.8,0.0,102.7,6.0,105.8,97.8,-0.7,0.3
O=C(CCN1CCN(S(=O)(=O)c2ccc(Cl)cc2)CC1)Nc1ccc(F)cc1,0.8,-4.9,0.0,115.3,-10.2,102.6,95.4,9.1,-5.8
CCC(C)(C)NC(=O)C(c1ccc(F)cc1)N(Cc1cccc(OC)c1)C(=O)c1cnccn1 (centres undefined),1.2,2.3,2.0,88.2,-2.0,95.6,98.1,0.0,1.7
Cc1nc2scc(C)n2c(=O)c1S(=O)(=O)Nc1ccc(N2CCN(C(=O)C(C)C)CC2)cc1,2.2,-2.9,8.0,120.8,-0.2,89.5,88.2,-6.2,-1.6

# (list continues)
SMILES,MEX-5 binding,Bcl-xL primary,GRK2 inh,CR mimetic SO,MCL1 BIM primary,CIT2 TOR yeast,AGP1 TOR yeast,VLA-4 inh,GLD-1 RNA inh
O=C(/C=C/c1ccco1)Nc1nc(-c2ccc(F)c(F)c2)cs1,-4.4,-1.0,0.0,97.9,-1.0,98.2,104.8,2.7,0.1
CC(=O)CC(=O)Nc1ncccn1,0.1,3.5,2.0,99.0,-2.8,89.9,97.9,12.9,1.2
Cc1cccc(OCCSc2nc3c([nH]2)c(=N)ncn3Cc2ccccc2)c1,-4.7,3.1,0.0,117.9,4.8,88.5,nt,4.4,0.1
O=C(NC(=S)Nc1ccccc1Br)C1CC1,1.1,6.8,6.0,102.4,12.5,93.2,90.4,9.0,6.1
CS(=O)(=O)N(CC(=O)Nc1ccc2c(c1)OCCO2)Cc1ccc(Cl)cc1,1.2,-1.9,1.0,102.8,5.7,104.9,101.7,-3.2,9.3
CCC(C)Nc1cc(C)nc2ncnn12 (centres undefined),0.2,0.5,0.0,93.4,0.5,96.0,93.8,6.4,1.6
NC(=O)c1ccc(NC(=O)CCCNC(=O)c2ccc(Cl)cc2)cc1,-1.7,2.0,0.0,106.7,-1.9,93.5,89.4,0.4,-9.0
Cc1ccc2[nH]c(=O)c(COC(=O)c3cccs3)cc2c1,-1.1,0.8,5.0,82.7,-9.7,103.1,105.0,7.2,10.1
CN1CC=C2C(C#N)=C(N)C(C#N)(C#N)C(Cc3ccccc3)C2C1 (centres undefined),-69.3*,117.8*,3.0,109.9,128.6*,97.5,102.0,22.8,68.7*
CCOc1ccccc1NC(=O)NS(=O)(=O)c1ccc(C)cc1,1.5,2.1,0.0,98.0,3.0,100.5,101.2,-44.5,-7.5
COc1ccccc1CNC(=O)COc1ccc(C)nc1[N+](=O)[O-],-0.9,6.1,1.0,97.4,2.6,91.7,98.0,-9.6,-6.2
O=C(CSc1ccc(Cl)cc1)Nc1nnc(-c2cccc([N+](=O)[O-])c2)s1,-1.1,0.6,3.0,106.5,5.8,96.0,99.4,0.0,5.9
O=S(=O)(NCc1ccc(Cl)cc1)c1cccc2cccnc12,0.7,5.7,1.0,99.4,-2.1,95.8,98.3,7.7,16.5
N#CC1(NC(=O)CSc2n[nH]c(-c3ccccc3)n2)CCCCC1,0.6,-5.9,24.0,100.7,-6.2,99.3,98.0,5.6,-12.3
O=S(=O)(Nc1ccc2c3c(cccc13)CC2)c1ccc(F)cc1,4.2,9.6,0.0,86.0,-5.5,86.6,89.4,0.4,-5.3
O=C(c1ccc(F)cc1)N1CCCC(C(=O)N2CCN(c3ccccc3)CC2)C1 (centres undefined),0.6,0.6,1.0,115.0,4.3,93.4,101.8,-6.3,6.1
CCOC(=O)C1(CC2CCCCO2)CCN(Cc2nccn2-c2cccc(C)c2)CC1 (centres undefined),2.6,4.1,5.0,94.9,13.1,116.8,106.8,-0.3,7.7
CC(C)n1c2ccccc2c2nnc(SCC(=O)Nc3ccccc3C(=O)O)nc21,-1.4,4.5,2.0,97.7,-1.4,nt,97.1,-2.4,0.4
CSc1ccc(/C=C(/NC(=O)c2ccc(C)cc2)C(=O)Nc2cccc(C)c2)cc1,-1.3,7.6,0.0,86.8,9.1,100.9,101.7,17.1,-4.9
CCOC(=O)C1(CC2CCCCO2)CCN(S(=O)(=O)c2c(C)nn(C)c2C)CC1 (centres undefined),-1.7,6.8,3.0,114.4,-0.8,92.5,94.4,4.4,1.3
O=C(c1ccc(NS(=O)(=O)c2ccc(Cl)cc2)cc1)N1CCOCC1,-0.6,-0.1,0.0,100.8,3.4,99.5,99.4,0.0,-6.8
Cc1nnc(NC(=O)C2CC(=O)N(c3ccccc3)C2)s1 (centres undefined),-2.5,-6.0,2.0,103.9,-19.5,102.3,97.6,0.2,-0.6

# Part of the list above in order of formula weight, rising.
SMILES,MEX-5 binding,Bcl-xL primary,GRK2 inh,CR mimetic SO,MCL1 BIM primary,CIT2 TOR yeast,AGP1 TOR yeast,VLA-4 inh,GLD-1 RNA inh
CSc1ccc(/C=C(/NC(=O)c2ccc(C)cc2)C(=O)Nc2cccc(C)c2)cc1,-1.3,7.6,0.0,86.8,9.1,100.9,101.7,17.1,-4.9
CC(C)n1c2ccccc2c2nnc(SCC(=O)Nc3ccccc3C(=O)O)nc21,-1.4,4.5,2.0,97.7,-1.4,nt,97.1,-2.4,0.4
CCOC(=O)C1(CC2CCCCO2)CCN(S(=O)(=O)c2c(C)nn(C)c2C)CC1 (centres undefined),-1.7,6.8,3.0,114.4,-0.8,92.5,94.4,4.4,1.3

# From PubChem BioAssay
